APOBEC3A inh = blocks human APOBEC3A ssDNA deamination; recombinant A3A, FAM/TAMRA ssDNA deamination fluorescence; 330,000 compounds, 0.41% hits; inhibition, % at 20 µM; P31941;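 active = at least 40% inhibition at 20 µM here, with at most 30% in a related deaminase screen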;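 also: plate controls were A3A with DMSO for no effect and wells lacking A3A enzyme for full effect; some results filed as inactive read as strong as hits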
mIAP inh = blocks mouse intestinal alkaline phosphatase. purified mouse IAP, CDP-Star luminescence, 30 min. inhibition, % at 10 µM. 330,000 compounds, 0.2% hits. AID 2806;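 active = inhibition of at least 40% at 10 µM in the primary screen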;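 also: plate controls were DMSO with enzyme for no effect and no enzyme wells for full effect; values of inactives mirror those of a sister screen read the other way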
hIAP inh = human IAP inhibition; 330,000 compounds, 0.12% hits; AID 2544; P09923; inhibition, % at 10 µM; purified IAP, CDP-Star luminescence, 30 min;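 active = inhibition reaching a set limit with compound at 10 µM in the primary screen, cut at about 35% in these data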;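 also: plate controls were DMSO wells with enzyme for no effect and no-enzyme buffer wells for full effect; values of inactives mirror those of a sister screen read the other way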
Target sequence (P09923 whole entry, looked up): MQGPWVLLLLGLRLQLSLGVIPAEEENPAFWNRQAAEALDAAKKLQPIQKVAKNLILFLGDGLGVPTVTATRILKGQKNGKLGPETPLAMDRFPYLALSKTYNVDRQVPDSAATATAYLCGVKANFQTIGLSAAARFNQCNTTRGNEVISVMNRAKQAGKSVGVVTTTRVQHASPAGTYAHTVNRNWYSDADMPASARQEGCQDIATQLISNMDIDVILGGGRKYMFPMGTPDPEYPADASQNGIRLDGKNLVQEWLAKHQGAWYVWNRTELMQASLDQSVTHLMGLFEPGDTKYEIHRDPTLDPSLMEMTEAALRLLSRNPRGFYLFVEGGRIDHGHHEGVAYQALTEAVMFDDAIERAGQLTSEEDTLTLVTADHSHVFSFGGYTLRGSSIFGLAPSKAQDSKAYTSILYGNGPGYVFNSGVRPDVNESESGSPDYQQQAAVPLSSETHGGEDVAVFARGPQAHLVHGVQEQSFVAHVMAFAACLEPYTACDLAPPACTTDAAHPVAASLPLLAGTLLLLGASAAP
PfG6PD inh = PfG6PD (Plasmodium falciparum) enzyme inhibition; 350,000 compounds, 0.78% hits; inhibition, % at 20 µM; PfGluPho enzyme, NADPH resazurin-diaphorase fluorescence; AID 504690;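 active = inhibition reaching at least a set limit at 20 µM in the primary screen, cut at about 59% in these data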;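 also: 0% = DMSO wells with substrate and 100% = DMSO wells lacking glucose-6-phosphate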
HKDC1 inhibitor = HKDC1 (human) hexokinase inhibition; Q2TB90; inhibition, % at 20 µM; recombinant HKDC1, G6PDH/diaphorase resazurin coupled fluorescence; 340,000 compounds, 0.16% hits;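 active = inhibition above about 35% when tested at 20 µM, limit read from the data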;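 also: plate controls were DMSO wells with enzyme for no effect and DMSO wells lacking enzyme for full effect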
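Material – in-house recombinant HK5 (HKDC1) enzyme · Quantity – HKDC1 at 5 µg/mL · Buffer or medium – pH 8.0 Tris buffer with 10 mM MgCl2 · Reagent – glucose with 1 mM ATP · Dosing – single 20 µM dose · Times – reaction time 90 min, room temperature, protected from light · Technique – resorufin fluorescence at 613 nm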
ATG4B inh = ATG4B (human) cysteine protease inhibition; Q9Y4P1; ATG4B cleavage of LC3-PLA2, NBD-HPC fluorescence, 1 h; inhibition, % at 8.33 µM; 340,000 compounds, 0.51% hits; AID 504462; in the data active = inhibition above about 40%
Target sequence (Q9Y4P1 whole entry, looked up): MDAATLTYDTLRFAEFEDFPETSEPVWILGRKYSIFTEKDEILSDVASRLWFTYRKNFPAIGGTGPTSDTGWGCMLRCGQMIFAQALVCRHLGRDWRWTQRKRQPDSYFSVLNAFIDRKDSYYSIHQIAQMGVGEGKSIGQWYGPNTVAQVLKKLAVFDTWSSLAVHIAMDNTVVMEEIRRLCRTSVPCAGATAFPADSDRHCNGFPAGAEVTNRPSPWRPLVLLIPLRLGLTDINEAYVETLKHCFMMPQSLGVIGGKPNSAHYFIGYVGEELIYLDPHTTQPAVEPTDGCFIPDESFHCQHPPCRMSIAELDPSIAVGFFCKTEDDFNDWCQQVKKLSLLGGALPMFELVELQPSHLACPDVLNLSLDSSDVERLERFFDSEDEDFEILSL
hIAP act = human IAP activation; purified human IAP, CDP-Star luminescence, 30 min; active compounds read high; 1 = vehicle-only enzyme, 0 = enzyme-free background; activation factor at 10 µM; P09923; AID 2524; 330,000 compounds, 0.16% hits;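 active = activation factor of the enzyme at least 2-fold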; also: the source names both 10 and 20 µM as test concentration; values of inactives mirror those of a sister screen read the other way
mIAP act = increases mouse intestinal alkaline phosphatase activity | muIAP, CDP-Star luminescence, 30 min; active compounds read high; 1 = vehicle-only enzyme signal, 0 = enzyme-free wells | activation factor at 10 µM | 330,000 compounds, 0.24% hits;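 active = activation factor of at least 2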; also: the source names both 10 and 20 µM as test concentration; values of inactives mirror those of a sister screen read the other way
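Assay system: mouse IAP enzyme; reagent: chemiluminescent substrate CDP-Star; dosing: test compounds delivered from DMSO solution; schedule: 30 min at room temperature; measured by: luminescence from enzymatic CDP-Star hydrolysis; controls: DMSO-only wells and no-enzyme negative control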
Active calls of the source: *; / = not tested or not shown.

Results follow in this order: APOBEC3A inh | mIAP inh | hIAP inh | PfG6PD inh | HKDC1 inhibitor | ATG4B inh | hIAP act | mIAP act
[1] COc1ccc(Oc2ncccc2[N+](=O)[O-])cc1
→ -5 | -7 | 11 | -2 | 0 | 7 | 0.89 | 1.1
[2] CN(C)CCCN1C(=O)C2CCc3[nH]c4ccccc4c3C2C1=O (stereo not given)
→ -1 | -4 | -12 | -3 | -2 | -4 | 1.1 | 1
[3] Cc1cccc(-n2cnc(C(=O)O)c2)n1
→ -3 | 10 | 11 | 5 | -4 | -8 | 0.89 | 0.9
[4] CN(C)c1nc(N(C)C)nc(N2CC(=O)N(c3ccccc3)C2=N)n1
→ 0 | -4 | -13 | -12 | 5 | -4 | 1.1 | 1
[5] COc1ccc(-c2noc(CSc3nc(-c4ccccc4)cc(=O)[nH]3)n2)cc1
→ 56* | 10 | 2 | -26 | 2 | 22 | 0.98 | 0.9
[6] O=C(O)COc1ccccc1/C=N/NC(=O)CSc1nc2ccccc2n1Cc1ccccc1Cl
→ 5 | 17 | -14 | -15 | 5 | 1 | 1.1 | 0.83
[7] O=C(CSc1nnc(-c2ccccc2)n1-c1ccccc1)c1ccc[nH]1
→ 5 | -5 | 5 | 8 | -9 | 1 | 0.95 | 1
[8] COc1ccccc1NC(=S)N(Cc1ccc(C)cc1)Cc1cccnc1
→ 3 | 8 | 6 | -12 | 0 | 8 | 0.94 | 0.92
[9] CCNC(=S)Nc1c(C)n(C)n(-c2ccccc2)c1=O
→ -4 | -5 | -10 | -2 | -2 | -7 | 1.1 | 1
[10] CCOc1cc(/C=C2\SC(N)=NC2=O)ccc1O
→ 0 | 11 | 14 | 2 | 5 | 2 | 0.86 | 0.89

Entries listed so far that have an NH in an aromatic ring (3):
Results follow in this order: APOBEC3A inh | mIAP inh | hIAP inh | PfG6PD inh | HKDC1 inhibitor | ATG4B inh | hIAP act | mIAP act
[2] CN(C)CCCN1C(=O)C2CCc3[nH]c4ccccc4c3C2C1=O (stereo not given)
→ -1 | -4 | -12 | -3 | -2 | -4 | 1.1 | 1
[5] COc1ccc(-c2noc(CSc3nc(-c4ccccc4)cc(=O)[nH]3)n2)cc1
→ 56* | 10 | 2 | -26 | 2 | 22 | 0.98 | 0.9
[7] O=C(CSc1nnc(-c2ccccc2)n1-c1ccccc1)c1ccc[nH]1
→ 5 | -5 | 5 | 8 | -9 | 1 | 0.95 | 1

A few values from the entries so far:
Value for entry 8 in APOBEC3A inh: 3
Value for entry 5 in APOBEC3A inh: 56*
Value for entry 3 in mIAP inh: 10
Value for entry 9 in APOBEC3A inh: -4
Value for entry 2 in mIAP inh: -4

Following part
Results follow in this order: APOBEC3A inh | mIAP inh | hIAP inh | PfG6PD inh | HKDC1 inhibitor | ATG4B inh | hIAP act | mIAP act
[11] O=C(Nc1ccc(S(=O)(=O)N2CCCCC2)cc1)c1ccc(F)cc1
→ 1 | -2 | -11 | 10 | -1 | -5 | 1.1 | 1
[12] O=C(Oc1oc(-c2ccco2)nc1C=Nc1ccccc1)c1ccco1
→ -7 | -11 | -27 | 35 | 0 | -4 | 1.3 | 1.1
[13] C=C[C@H]1C(O[C@@H]2O[C@H](CO)[C@@H](O)[C@H](O)[C@H]2O)OC=C2C(=O)N3CCc4cc(OC)c(O)cc4[C@H]3C[C@H]21 (stereo not given in full)
→ 1 | 6 | -8 | 2 | 4 | -22 | 1.1 | 0.94
[14] CC(=O)N[C@@H](CC(=O)O)C(=O)O
→ -3 | -2 | -9 | -12 | -1 | 6 | 1.1 | 1
[15] COc1ccc(N(C=O)C(=S)SC)cc1
→ -5 | -6 | -12 | -3 | -2 | -5 | 1.1 | 1.1
[16] O=C(O)c1cc2n(n1)C(C(F)(F)F)CC(c1ccco1)N2 (stereo not given)
→ 10 | 6 | -95 | 14 | -5 | -6 | 2 | 0.94
[17] CC1(C)CC(=O)C=C(N2CCCC2)C1
→ -5 | 6 | 7 | -30 | 13 | -4 | 0.93 | 0.94
[18] COc1ccc(C2=NCCn3nc4ccccc4c32)cc1
→ 0 | 1 | 9 | 10 | 3 | 5 | 0.91 | 0.99
[19] COc1ccc(C(=O)N2CC=C(c3ccccc3)CC2)cc1S(=O)(=O)N1CCOCC1
→ -1 | -9 | 2 | 1 | 9 | -8 | 0.98 | 1.1
[20] CCCn1nnnc1SCC(=O)N1CCOCC1
→ -9 | -4 | -20 | -20 | -2 | -7 | 1.2 | 1
[21] Cc1ccc(S(=O)(=O)Cn2nnnc2C(C(C)C)N2CCN(Cc3ccco3)CC2)cc1 (stereo not given)
→ 1 | -2 | -7 | -8 | -5 | -7 | 1.1 | 1
[22] O=C(Oc1ccc(OC(=O)N2CCCCC2)cc1)N1CCCCC1
→ 4 | 2 | 0 | / | / | / | 1 | 0.98
[23] Cc1cccc(C)c1NC(=O)CNC(=O)C1CC(=O)N(Cc2ccccc2)C1 (stereo not given)
→ 1 | 4 | -4 | 6 | -10 | -2 | 1 | 0.96
[24] O=C(COC(=O)CCC(=O)N1CCOCC1)Nc1ccc(Br)cc1Br
→ 1 | -1 | -10 | -6 | -6 | 6 | 1.1 | 1
[25] CC(C)n1c(C(=O)OCC(=O)NCc2ccc3c(c2)OCO3)cc2occc21
→ 2 | 6 | 5 | 19 | 9 | -26 | 0.95 | 0.94
[26] CCC1CCCCN1C(=O)COC(=O)CN(C)S(=O)(=O)c1ccc(NC(C)=O)cc1 (stereo not given)
→ 2 | -1 | -8 | -2 | -3 | -13 | 1.1 | 1
[27] Cc1nnc(SCC(=O)NC2CC2)n1CCc1ccccc1
→ 6 | 5 | -4 | -4 | -2 | -2 | 1 | 0.95
[28] COc1cc2c(c(OC)c1OC)-c1ccc(NC(=O)c3ccccc3)c(=O)cc1[C@@H](NC(C)=O)CC2
→ 4 | -8 | 9 | 4 | -4 | -5 | 0.91 | 1.1
[29] CCc1ccc(-c2nc(SCC(=O)c3c(N)n(C4CC4)c(=O)[nH]c3=O)n[nH]2)cc1
→ 32 | 0 | -5 | 4 | -4 | -5 | 1 | 1
[30] COc1cccc(-n2nnc3c(=O)n(CC(=O)Nc4ccccc4C)cnc32)c1
→ 2 | 8 | 9 | -16 | 4 | 1 | 0.91 | 0.92

Compounds listed so far containing fluorine:
Results follow in this order: APOBEC3A inh | mIAP inh | hIAP inh | PfG6PD inh | HKDC1 inhibitor | ATG4B inh | hIAP act | mIAP act
[11] O=C(Nc1ccc(S(=O)(=O)N2CCCCC2)cc1)c1ccc(F)cc1
→ 1 | -2 | -11 | 10 | -1 | -5 | 1.1 | 1
[16] O=C(O)c1cc2n(n1)C(C(F)(F)F)CC(c1ccco1)N2 (stereo not given)
→ 10 | 6 | -95 | 14 | -5 | -6 | 2 | 0.94

(cont.)
Results follow in this order: APOBEC3A inh | mIAP inh | hIAP inh | PfG6PD inh | HKDC1 inhibitor | ATG4B inh | hIAP act | mIAP act
[31] C=CCNC(=O)c1onc(CSc2cc(C)ccc2C)c1C(=O)O
→ 2 | 5 | 9 | -1 | 0 | 2 | 0.91 | 0.95
[32] O=C(CC(Nc1ccccc1Cl)C(=O)O)c1ccccc1 (stereo not given)
→ 3 | -5 | -4 | 16 | -9 | -3 | 1 | 1.1
[33] COc1ccc(C(C)(C)C)cc1NC(=O)COC(=O)c1cc(SC)ccc1Cl
→ 0 | 8 | -4 | 15 | -4 | 1 | 1 | 0.92
[34] OCCC1CN(Cc2nc(-c3ccccc3)cs2)CCN1C1CCCC1 (stereo not given)
→ 2 | 0 | -10 | 9 | -10 | 0 | 1.1 | 1
[35] O=C(NCc1nc2ccccc2[nH]1)C1=C[C@H](c2ccccc2)C[C@H](OCc2ccc(CO)cc2)O1
→ 4 | 0 | 1 | -11 | -1 | -5 | 0.99 | 1
[36] CC1CC(C)(C)CC2(C1)NC(=S)N(c1ccccc1)N2 (stereo not given)
→ 0 | 9 | -6 | 9 | -4 | -7 | 1.1 | 0.91
[37] COc1cc2ccccc2cc1C(=O)Nc1ccccc1C
→ -1 | 4 | -16 | -15 | 5 | -3 | 1.2 | 0.95
[38] CC(=O)NCCc1nc2ccccc2n1Cc1cc(C)ccc1C
→ -10 | -16 | -17 | -27 | -4 | -4 | 1.2 | 1.2
[39] N#Cc1ccccc1NC(=O)COC(=O)c1ccc(S(=O)(=O)N2CCCC2)cc1
→ 2 | 9 | 7 | -12 | -3 | 0 | 0.93 | 0.91
[40] COc1ccc(NC(=O)Nc2cccc3c2O[C@@H](CN(C)CC2CCCCC2)[C@@H](C)CN([C@H](C)CO)C3=O)cc1
→ -1 | -39 | -14 | 8 | -2 | 4 | 1.1 | 1.4
[41] CCN(CC)C(CNC(=O)CSc1nnnn1-c1ccc(C)c(C)c1)c1ccco1 (stereo not given)
→ -1 | -11 | 1 | -6 | 1 | -7 | 0.99 | 1.1
[42] COC(=O)/C=C1\OC(c2ccccc2)=CC1=O
→ -3 | 6 | -1 | / | / | / | 1 | 0.94
[43] Cc1ccc(NC(C(N)=O)c2c(C)[nH]c(=O)[nH]c2=O)cc1 (stereo not given)
→ 5 | -1 | -3 | -2 | 0 | 3 | 1 | 1
[44] Cc1ccc(Nc2nc(-c3ccncc3)cs2)cc1
→ 3 | 3 | 7 | -2 | -4 | -1 | 0.93 | 0.97
[45] O=C(NN=C1CCCCCC1)c1ccc(Br)o1
→ -1 | -2 | -12 | -21 | 6 | 1 | 1.1 | 1
[46] OC(Cn1cncn1)c1ccc(Cl)cc1 (stereo not given)
→ 2 | 7 | 14 | 6 | -3 | -5 | 0.86 | 0.93
[47] O=C(CN1C(=O)CSC1=O)Nc1ccccc1N1CCOCC1
→ 1 | -8 | -17 | 18 | 3 | -11 | 1.2 | 1.1
[48] CCc1ccc(NS(=O)(=O)c2ccc3[nH]cc(C(=O)N(C)Cc4ccco4)c(=O)c3c2)cc1
→ 12 | 6 | -25 | -37 | 10 | 7 | 1.2 | 0.94
[49] COc1ccc(/C=N/NC(=O)c2ccncc2)c(OC)c1
→ 0 | -12 | -7 | 10 | -2 | 3 | 1.1 | 1.1

Assay outcomes as filed in PubChem BioAssay.
